Y pestis TopoI = inhibitors of Yersinia pestis topoisomerase I | Y. pestis Topo-I cleavage product accumulation, plate reader | activity, % at 10 µM | hit rate 0.064% among 360,000 | AID 504884; in the data active means activity above about 50%, passing the limit was not always enough; further: inactives centre near 2
Mtb BioA inh = BioA (M. tuberculosis) enzyme inhibition | inhibition, % at 9.99 µM | purified M. tuberculosis BioA enzyme, plate reader | hit rate 0.096% among 360,000; in the data active means inhibition above about 40%
Mtb FBA inh = inhibits M. tuberculosis FBA enzyme; P9WQA3; purified M. tuberculosis FBA, fluorescence read-out; inhibition, % at 1 µM; hit rate 2.3% among 360,000; in the data active means inhibition above about 27%;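 further: 0% = vehicle and 100% = reference inhibitor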
Target sequence (P9WQA3 whole entry, looked up): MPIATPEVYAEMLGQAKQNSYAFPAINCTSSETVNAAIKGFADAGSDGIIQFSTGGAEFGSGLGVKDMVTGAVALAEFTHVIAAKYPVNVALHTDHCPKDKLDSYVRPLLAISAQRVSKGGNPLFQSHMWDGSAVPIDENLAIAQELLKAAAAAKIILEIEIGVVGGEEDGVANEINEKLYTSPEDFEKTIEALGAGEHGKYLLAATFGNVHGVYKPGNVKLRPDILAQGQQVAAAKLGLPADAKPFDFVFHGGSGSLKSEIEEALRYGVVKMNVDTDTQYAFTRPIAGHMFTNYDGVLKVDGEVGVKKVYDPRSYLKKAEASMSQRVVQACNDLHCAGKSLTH
BH1578 lux ind = quorum light induction in luxS cqsA deficient V. cholerae. hit rate 0.16% among 350,000. AID 588436. V. cholerae BH1578 lux reporter, luminescence, 6 h. activation, % at 18.7 µM; in the data active means activation mostly above about 9.7%, no sharp cut-off; further: not every result past the cut was called active; inactives centre near 0; reference of the scale not given here
Mtb UGM inh = blocks M. tuberculosis UGM enzyme | P9WIQ1 | purified UGM, fluorescence polarization probe displacement | inhibition, % at 10 µM | hit rate 0.06% among 320,000 | AID 504406; in the data active means inhibition above about 10%, passing the limit was not always enough
Target sequence (P9WIQ1 whole entry, looked up): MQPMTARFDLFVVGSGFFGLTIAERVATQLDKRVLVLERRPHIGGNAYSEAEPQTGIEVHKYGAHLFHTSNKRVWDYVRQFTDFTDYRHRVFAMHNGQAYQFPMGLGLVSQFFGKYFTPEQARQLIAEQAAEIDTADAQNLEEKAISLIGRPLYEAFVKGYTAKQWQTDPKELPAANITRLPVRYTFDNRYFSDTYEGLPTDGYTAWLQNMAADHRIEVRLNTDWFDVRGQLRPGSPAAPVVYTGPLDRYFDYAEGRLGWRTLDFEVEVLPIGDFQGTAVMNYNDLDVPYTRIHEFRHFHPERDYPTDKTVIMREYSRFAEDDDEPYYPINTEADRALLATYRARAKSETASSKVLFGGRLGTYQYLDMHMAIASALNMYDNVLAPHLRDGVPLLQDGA
GDH-TPI inh = inhibits GDH-TPI coupling enzymes, artifact for Mtb FBA screen. inhibition, % at 4.8 µM. hit rate 1.2% among 360,000. GDH-TPI coupled enzyme counterscreen, NADH absorbance; in the data active means inhibition above about 30%;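 further: 0% = DMSO wells and 100% = wells lacking the enzyme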
FadD28 FP inh = inhibitors of Mycobacterium tuberculosis FadD28 bisubstrate binding; hit rate 0.22% among 360,000; FadD28 bisubstrate probe binding, fluorescence polarization; inhibition, % at 12.5 µM; in the data active means inhibition above about 8.5%, passing the limit was not always enough
PfHsp40 yeast = rescue of PfHsp40-mediated yeast toxicity; S. cerevisiae expressing PfHsp40, growth rescue, ATP luminescence; growth rescue, % at 12.5 µM; hit rate 0.68% among 340,000; AID 504582; in the data active means growth rescue above about 28%, passing the limit was not always enough;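 further: yeast W303a lacking pdr1 and pdr3 grown in galactose medium; growth measured after three days at 30 °C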
TcdB inh = inhibitors of Clostridioides difficile toxin B glycohydrolase. P18177. TcdB glycohydrolase enzymatic assay, plate reader. inhibition, % at 9.99 µM. hit rate 0.24% among 350,000. AID 652162; in the data active means inhibition above about 10%
* hit, by the source's call; i = inactive; . = not tested or not shown. Rows were taken by chance; about 4.6% have a hit in one of these screens.

SMILES	Y pestis TopoI	Mtb BioA inh	Mtb FBA inh	BH1578 lux ind	Mtb UGM inh	GDH-TPI inh	FadD28 FP inh	PfHsp40 yeast	TcdB inh
Cc1cccc(N2CCN(CCCNC(=O)c3ccc(NC(=O)C4=CSCCO4)cc3)CC2C)c1 (centres undefined)	1.5	2.5	6.4	i	-0.2	10.6	-0.9	-0.4	-1.2
CCN(CC)C(=O)Oc1cc2c(-c3cc4cccc(OC)c4o3)cc(=O)oc2cc1C	29.3	-0.5	-0.9	i	1.8	1.7	-1.8	1.7	0.7
c1ccc(N/N=C(\Cc2ncc[nH]2)c2ccccc2)cc1	-20.2	.	-1.9	-0.2	-1.0	10.4	-1.0	0.5	-6.4
CC1CCN(C(=O)CSc2nc3c(c(=O)n2C)SCC3)CC1	6.1	12.6	5.5	-0.1	-1.9	12.4	-1.3	0.0	-2.6
COc1ccc(-n2c(=S)[nH]c3cc(C(=O)NCc4ccccc4)ccc3c2=O)c(OC)c1	-6.5	-1.5	2.0	-1.4	-1.7	8.1	-0.4	0.0	0.0
CC1(C)CC(=O)c2sc(NS(=O)(=O)c3ccc(Br)cc3)nc2C1	-9.1	.	-4.2	-0.5	7.3	11.7	-2.4	0.8	1.1
COc1cccc(N2CCN(Cc3nc(N)nc(N4CCCc5ccccc54)n3)CC2)c1	-5.2	0.5	5.7	i	-0.3	18.4	-1.8	0.7	.
O=C(Nc1ccc(Cl)cc1)N1CCN(c2ccccc2)CC1	10.1	22.0	1.8	i	1.2	2.6	-3.1	0.4	.
CCN1CCN(c2ccc(S(=O)(=O)N3CCOCC3)cc2NC(=O)c2cccc([N+](=O)[O-])c2)CC1	-4.9	.	3.7	.	-1.6	-2.6	0.2	-0.3	0.1
N#Cc1ccccc1NS(=O)(=O)c1cc2c3c(c1)CCC(=O)N3CCC2	-1.7	-1.0	2.7	i	4.8	3.6	1.3	0.2	1.5
Cc1c(C(=O)N2CCC(n3nccc3NC(=O)C3CC3)CC2)[nH]c2ccc(Cl)cc12	18.7	2.9	1.4	-0.4	-0.2	1.5	-0.1	-0.8	0.6
CNc1nc2c(C)cccn2c(=O)c1C=NCc1ccccc1	0.8	-1.0	8.3	i	-1.8	12.2	-2.1	-1.1	.
O=C(NN1C(=O)c2ccccc2NC1c1ccco1)c1ccccc1 (centres undefined)	-6.8	0.5	6.7	-0.9	0.2	10.4	0.5	0.6	0.9
Cc1ccc(NC(=O)CN(C)C(=O)c2nn(C)c(=O)c3ccccc23)cc1	3.7	.	0.9	-0.2	0.2	-9.0	-0.1	0.6	1.0
CC1CC(C)CN(S(=O)(=O)c2ccc3c(c2)oc(=O)n3CC(=O)N2CCOCC2)C1 (centres undefined)	-3.5	-1.7	3.5	-0.3	0.5	8.4	-1.8	-1.7	0.7
COc1cccc(OC)c1C(=O)Nc1cccc(C(=O)Nc2cccc(C(=O)O)c2)c1	2.3	-1.3	-0.2	i	2.8	-4.1	-4.1	4.9	0.1
O=C(Nc1ccc(S(=O)(=O)N2CCOCC2)cc1)c1ccc2c(c1)OCO2	0.4	.	-2.4	i	1.5	8.0	0.7	0.9	0.0
O=C(Nc1ccccc1)C1C(c2ccccc2)C1(Cl)Cl (centres undefined)	-8.2	-0.6	2.2	i	0.7	3.4	-2.4	19.5	0.4
Cc1nn(C)cc1CNC(=O)c1cc2n(n1)C(C(F)(F)F)CC(c1cccs1)N2 (centres undefined)	-5.0	-1.6	1.9	-0.4	-3.9	6.5	-1.9	0.0	1.1
CCOC(=O)c1sc(NC(=O)CCN2CCOCC2)c(C(=O)OCC)c1C	-3.0	-0.5	-2.8	5.3	2.9	7.9	-2.7	-1.1	.
Cc1ccccc1Cn1ccc(NC(=O)CCSc2nc(-c3ccco3)cc(C(F)(F)F)n2)n1	22.1	-1.3	-1.5	0.0	2.5	5.6	-4.3	4.9	.
COC(=O)Nc1ccc(S(=O)(=O)NNC(=O)c2c(O)c3ccccc3n(C)c2=O)cc1	0.4	-7.5	-1.1	-0.2	-1.3	-1.9	-3.2	1.8	-0.1
COc1cc(OC)c(C(=O)Nc2cccc(C(C)=O)c2)cc1OC	3.4	-0.4	0.1	-0.5	1.4	6.8	-4.0	1.5	.
CC(NC(=O)C1c2ccccc2Oc2ccccc21)C1CCCO1 (centres undefined)	-2.3	-0.1	4.5	0.6	5.4	-2.5	-1.2	1.0	0.7
COc1ccc(OCC(=O)Nc2c3c(nn2C(C)(C)C)CS(=O)(=O)C3)cc1	5.3	-0.5	2.4	1.1	0.4	-11.7	3.2	-1.3	0.6
Cc1nc2c(OCc3ccc(C(F)(F)F)cc3)cccn2c1N(C)Cc1cccs1	48.5	2.0	-3.6	-0.6	.	8.4	-5.2	.	-0.2
CCCCN(C(=O)C1CC(=O)N(c2ccc(CC)cc2)C1)c1c(N)n(CCC)c(=O)[nH]c1=O (centres undefined)	0.2	-0.7	1.5	-2.1	.	0.7	-0.7	-0.1	-1.6
O=C1C=C(NCC2CCCO2)C2(CCCCC2)O1 (centres undefined)	1.6	-1.5	0.6	i	5.1	-0.7	-2.3	-0.6	.
COc1c(Br)cc(Br)cc1/C=N/NC(=O)c1ccncc1	-15.2	.	-1.0	-0.9	-0.3	4.1	-7.6	1.1	0.1
C=CCN1C(=O)c2ccc(C(=O)N(CC)CC(=O)Nc3ccc(OC)cc3)cc2C1=O	-6.1	.	-1.3	-0.6	-1.6	5.0	-3.4	-0.7	-6.7
CCC(CC)c1nc2ccccc2c(=O)[nH]1	-5.1	.	4.3	-0.1	-2.7	3.9	-0.9	-0.1	0.8
COc1ccc(C2C(C(=O)Nc3cc(OC)c(OC)c(OC)c3)c3ccccc3C(=O)N2C)cc1 (centres undefined)	-0.6	-2.1	8.8	-0.5	-0.3	-0.6	-0.1	0.3	0.4
C=CCN=C1S/C(=C\c2ccc(N(C)C)cc2)C(=O)N1CC=C	17.9	.	-9.4	-0.4	-1.1	11.6	-2.7	0.8	1.9
O=[N+]([O-])c1ccc(N2CCOCC2)cc1SCc1ccco1	-6.8	.	-0.9	-0.1	0.2	6.4	-2.4	0.2	-0.8
CC(=O)N1CCN(S(=O)(=O)c2cccc(C(=O)OCc3ccc(F)cc3)c2)CC1	22.5	1.5	1.8	-0.8	.	-5.5	0.4	.	-9.6
Cc1ccc(Oc2nc(-c3ccccc3)ncc2S(C)(=O)=O)cc1	5.3	0.2	0.0	-0.5	-3.5	6.9	-1.2	0.6	.
COc1ccc2sc(-c3ccc(S(C)(=O)=O)cc3)c(-c3ccc4c(c3)OCCO4)c2c1	16.7	-0.3	11.6	i	4.7	27.4	-0.7	1.4	0.7
Cc1cc2ccccc2cc1CN1CCCCC1	-1.9	-0.3	1.6	-0.6	0.7	12.6	-0.8	-0.4	0.4
COc1ccc(C(C(=O)NCC2CCCO2)N(Cc2ccccc2)C(=O)CNC(=O)c2ccco2)cc1OC (centres undefined)	-1.2	-2.5	0.9	-2.2	0.6	-0.7	-1.5	0.2	-0.8
C=CCn1c(SCC(=O)NC23CC4CC(CC(C4)C2)C3)nc2cc(C(=O)O)ccc2c1=O	5.6	.	2.4	1.4	2.5	9.9	-3.6	0.9	-0.1
COc1ccc(NC(=O)C/C(C)=N/NC(=O)C(=O)NC(C)C)c(OC)c1	-4.2	.	-2.7	-0.5	1.4	-4.4	0.5	0.7	-0.5
O=C(NCc1ccccc1)C(c1ccncc1)N(C(=O)c1csnn1)c1cccc(F)c1 (centres undefined)	-9.1	2.1	-3.6	0.2	0.7	-2.2	.	-0.2	0.4
CCNC(=S)Nc1sc2c(c1C#N)CCC(C)C2 (centres undefined)	-5.7	.	4.6	-0.5	1.8	21.0	-0.9	0.7	1.3
Cc1cc2nc3c(c(C(F)(F)F)n2n1)CCCC3	-3.2	.	2.3	-0.2	0.4	6.3	-0.7	0.5	1.3
O=C(CCc1nc(-c2ccc(Cl)cc2)no1)OCc1ccc(Br)cc1	16.9	0.5	-1.9	i	2.8	6.8	-1.1	0.1	.
COc1ccc(CCN=C(N)NS(=O)(=O)c2ccc(C)c(C)c2)cc1	17.1	.	1.4	-0.2	0.5	13.2	-0.2	0.3	2.1
COC(=O)CN1C(=O)C2(C(C(=O)OC)=C(N)Oc3ccccc32)C2=C1CC(C)(C)CC2=O (centres undefined)	-6.5	-4.5	-1.1	0.8	0.3	14.1	0.0	1.1	.
COc1ccc(C(C(=O)NCc2ccccc2)N(Cc2ccco2)C(=O)c2cnccn2)cc1 (centres undefined)	14.9	.	1.8	-0.2	2.9	1.2	-2.8	1.2	1.3
Cc1ccc(C2=Nc3ccc(Br)cc3C(c3ccncc3)=NN2)cc1	9.3	.	2.6	i	-1.0	-5.0	-2.6	-1.9	1.0
Cc1ccc(-c2cnc(C(O)c3cc(C)cc(C)c3)[nH]2)cc1 (centres undefined)	2.5	1.5	-1.1	i	.	3.1	-1.4	.	0.7
COC(=O)CC1SC(=O)NC1=Nc1ccc(O)cc1 (centres undefined)	-7.8	1.1	3.3	.	-1.4	6.9	-1.0	0.2	0.7
Cc1cc(C)c(OCCCON2C(=O)CCC2=O)c(Br)c1	1.3	.	4.7	10.1	-2.7	-6.2	-2.6	-0.7	1.8
O=C(CN1CCN(Cc2ccc(Cl)cc2)CC1)N1CCc2ccccc21	32.6	2.7	-2.3	i	2.2	2.5	-7.2	0.6	-1.5
COc1ccc(N2C(=O)NC(NS(=O)(=O)c3ccc(Cl)cc3)(C(F)(F)F)C2=O)cc1 (centres undefined)	4.4	-0.8	0.1	0.6	0.8	-11.5	-3.3	-0.1	1.7
COc1ccc(Cl)cc1C(=O)Nn1cnnc1	0.4	-0.3	0.6	-0.8	-1.8	2.8	-0.6	0.0	0.5
CC(NC(=O)C(c1ccccc1)c1ccccc1)c1ccc(S(N)(=O)=O)cc1 (centres undefined)	1.2	-1.6	0.5	-0.2	3.5	-2.3	-2.3	0.1	0.3
CCCN1C(=O)CN(C2CCCCCC2)C(=O)C1c1ccc(C)cc1 (centres undefined)	15.0	0.4	2.1	i	3.4	4.6	-0.7	-1.6	.
COc1ccc(Nc2nnc(C)c3ccccc23)cc1C(N)=O	4.6	5.4	-2.3	i	-4.6	25.4	-1.1	-1.4	.
Cc1ccc(OCC(=O)N(C)CCc2ccccn2)cc1	-3.7	-2.1	2.7	-0.1	-4.1	1.4	-1.3	-0.6	-0.4
CCn1c(=O)c(=O)[nH]c2c(=O)oc3ccc(S(=O)(=O)Nc4ccccc4)cc3c21	2.9	.	-5.0	-4.2	0.8	5.6	-2.7	-0.7	1.2
CC(=O)Nc1ccc(S(=O)(=O)Oc2ccccc2N2CCCCC2)cc1	-7.1	.	2.6	-0.4	-4.4	9.6	-0.3	0.6	-2.2
O=[N+]([O-])c1ccc(N2CCc3ccccc3C2)cc1	-2.1	-0.8	-4.7	-0.7	0.5	11.4	-1.0	0.5	2.4
COc1ccc(CNC(=O)c2cccc(S(=O)(=O)N3CCCCC3)c2)cc1OC	16.3	0.1	-2.4	-0.4	0.5	-2.5	-2.3	-0.6	0.4

Reprinted from the results shown (two entries):
SMILES	Y pestis TopoI	Mtb BioA inh	Mtb FBA inh	BH1578 lux ind	Mtb UGM inh	GDH-TPI inh	FadD28 FP inh	PfHsp40 yeast	TcdB inh
O=[N+]([O-])c1ccc(N2CCc3ccccc3C2)cc1	-2.1	-0.8	-4.7	-0.7	0.5	11.4	-1.0	0.5	2.4
COc1ccc(CNC(=O)c2cccc(S(=O)(=O)N3CCCCC3)c2)cc1OC	16.3	0.1	-2.4	-0.4	0.5	-2.5	-2.3	-0.6	0.4

Part of the list above with just Mtb BioA inh and Mtb UGM inh:
Molecule,Mtb BioA inh,Mtb UGM inh
O=C(CN1CCN(Cc2ccc(Cl)cc2)CC1)N1CCc2ccccc21,2.7,2.2
COc1ccc(N2C(=O)NC(NS(=O)(=O)c3ccc(Cl)cc3)(C(F)(F)F)C2=O)cc1 (centres undefined),-0.8,0.8
COc1ccc(Cl)cc1C(=O)Nn1cnnc1,-0.3,-1.8
CC(NC(=O)C(c1ccccc1)c1ccccc1)c1ccc(S(N)(=O)=O)cc1 (centres undefined),-1.6,3.5
CCCN1C(=O)CN(C2CCCCCC2)C(=O)C1c1ccc(C)cc1 (centres undefined),0.4,3.4
COc1ccc(Nc2nnc(C)c3ccccc23)cc1C(N)=O,5.4,-4.6
